Wnt bcat act: activates Wnt/beta-catenin signaling in a reporter cell assay | activator, plate reader | activation, % at 9.35 µM | 300,000 compounds, 1.2% hits | AID 743398; in the data active = activation above about 30%, passing the limit was not always enough;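 also: 0% = neutral control wells and 100% = positive control wells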
NSD2 HMT inh: NSD2 (human) methyltransferase inhibition; AID 743445; O96028; inhibition, % at 12.5 µM; 310,000 compounds, 0.54% hits; NSD2 peptide methylation, AlphaScreen, 120 min; in the data active = inhibition above about 50%
dFosB act: activators of mouse delta FosB homodimer; 340,000 compounds, 0.99% hits; purified delta FosB, TAMRA-CDK5 oligo fluorescence polarization; percent of positive-control signal above neutral wells; P13346; AID 493131; activation, % at 25 µM;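 active = mean activation above about 17%, with every replicate also reaching it, limit read from the data, passing the limit was not always enough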;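 also: fluorescence polarization rise as delta FosB binds a TAMRA Cdk5 AP-1 oligo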
Target sequence (P13346 whole entry, looked up): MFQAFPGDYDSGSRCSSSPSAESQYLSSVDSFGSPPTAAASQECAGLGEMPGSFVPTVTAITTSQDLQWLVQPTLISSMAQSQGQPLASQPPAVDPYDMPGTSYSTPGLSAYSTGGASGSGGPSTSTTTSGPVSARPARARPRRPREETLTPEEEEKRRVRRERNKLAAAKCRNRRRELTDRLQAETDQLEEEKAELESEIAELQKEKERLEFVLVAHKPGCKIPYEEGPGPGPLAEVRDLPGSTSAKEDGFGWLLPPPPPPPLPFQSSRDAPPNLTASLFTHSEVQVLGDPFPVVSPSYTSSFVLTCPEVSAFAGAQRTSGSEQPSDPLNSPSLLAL
MITF TRPM1 HTS: increases MITF-driven TRPM1 promoter luciferase signal; SK-MEL-5 TRPM1-promoter luciferase, 24 h; % of positive control, neutral wells = 0; AID 588334; activation, % at 12.5 µM; 300,000 compounds, 0.75% hits;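 active = mean activation of at least 80% with every replicate also reaching 80%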;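 also: 0% = neutral control wells and 100% = parthenolide positive control wells; values of inactives mirror those of a sister screen read the other way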
PvdQ acylase: P. aeruginosa PvdQ acylase inhibition | purified PvdQ acylase, fluorescence plate reader | inhibition, % at 10 µM | 340,000 compounds, 0.063% hits; in the data active = inhibition above about 30%, passing the limit was not always enough;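 also: 0% = vehicle neutral wells and 100% = reference inhibitor wells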
SR-BI DiI inh: mouse SR-BI HDL lipid transfer inhibition; ldlA[mSR-BI] CHO cells, DiI-HDL uptake fluorescence, 3 h; 320,000 compounds, 0.96% hits; Q61009; inhibition, % at 12.5 µM;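 active = mean replicate inhibition of at least 70% and a set share of replicates each scoring 70 or more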;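 also: 0% = median of neutral control wells and 100% = median of positive control wells; values of inactives mirror those of a sister screen read the other way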
HTR5A ag ctr: counter-screen for OPRM1-OPRD1 agonists: human HTR5A agonism. AID 504692. HTR5A agonist assay, luminescence, cell-based. activation, % at 9.3 µM. 340,000 compounds, 0.61% hits; in the data active = activation mostly above about 9.5%, no sharp cut-off; inactive = mostly below about 7.6%;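 also: 0% = cells with vehicle only and 100% = reference agonist; strong numbers were not always called active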
Target sequence (P47898 whole entry, looked up): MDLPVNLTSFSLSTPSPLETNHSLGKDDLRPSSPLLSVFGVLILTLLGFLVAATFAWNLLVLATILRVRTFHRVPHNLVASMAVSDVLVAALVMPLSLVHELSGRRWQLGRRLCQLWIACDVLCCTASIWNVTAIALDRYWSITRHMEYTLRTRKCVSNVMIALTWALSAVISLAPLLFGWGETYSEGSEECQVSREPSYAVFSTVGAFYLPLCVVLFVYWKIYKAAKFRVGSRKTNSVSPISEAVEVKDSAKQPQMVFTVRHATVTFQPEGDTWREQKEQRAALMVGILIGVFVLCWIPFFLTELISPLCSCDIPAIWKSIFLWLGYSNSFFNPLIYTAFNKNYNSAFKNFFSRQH
V-ATPase pH: regulators of yeast V-ATPase proton transport; S. cerevisiae, pHLuorin cytosolic pH fluorescence; response, % at 10 µM; 350,000 compounds, 0.37% hits; in the data active = response mostly above about 7.3%, no sharp cut-off; inactive = mostly below about 5.4%; also: actives read high; inactives centre near 0; some compounds called inactive have numbers as strong as hits; reference of the scale not given here
CDK5 p35 inh: CDK5/p35 (human) kinase inhibition; Q00535+Q15078; Recombinant CDK5/p35, ADP-Glo luminescence, 60 min; inhibition, % at 10 µM; 330,000 compounds, 0.01% hits; AID 488839;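 active = highest replicate inhibition of at least 50% and at least 75% of replicates reaching 50%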;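 also: plate controls were DMSO neutral control for no effect and GW8510 at 10 µM for full effect; many of its hits are not listed in these tables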
HTR5A inv ctr: HTR5A inverse agonism, opioid heterodimer counter-screen | P47898 | HTR5A cell line, luminescence | inhibition, % at 9.3 µM | 340,000 compounds, 0.083% hits | AID 504634; in the data active = inhibition mostly above about 23%, no sharp cut-off; inactive = mostly below about 18%;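 also: 0% = cells with DMSO and 100% = no-cell wells with DMSO; some compounds called inactive have numbers as strong as hits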
Starred values were filed as active, the others as inactive; / = no result given.

(1) Cc1c(NCc2nc3ccccc3[nH]2)c(=O)n(-c2ccccc2)n1C
(2) Cc1cc(C)nc(NC(=NCc2ccc3c(c2)OCO3)NC(=O)Nc2ccccc2)n1
(3) Cc1cc(SCC(=O)OCC(=O)NC(C)c2ccccc2)c(C)cc1Br (centres undefined)
(4) CCc1c(C)nc2ncnn2c1N1CCN(S(=O)(=O)c2ccc(OC)cc2)CC1
(5) COc1ccc(/C=C(/NC(=O)c2ccc(C)cc2)C(=O)N2CCCC2)cc1OC
(6) Cc1ccccc1CN1CCC(n2nccc2NC(=O)CCCc2ccccc2)CC1

assay / entry	1	2	3	4	5	6
Wnt bcat act	3	/	/	-1	-2	-1
NSD2 HMT inh	2	-1	-2	3	-5	-3
dFosB act	-6	-1	-6	-5	-2	2
MITF TRPM1 HTS	-8	7	5	-12	5	-11
PvdQ acylase	-2	-3	-15	-1	-6	-3
SR-BI DiI inh	-8	47	-19	-10	/	14
HTR5A ag ctr	12*	0	1	7	0	-2
V-ATPase pH	-2	3	1	-2	0	-1
CDK5 p35 inh	-0.7	-1.1	0.6	0.0	-0.6	/
HTR5A inv ctr	-21	1	-12	-18	0	10

(7) CC(C)c1ccc(NC(=O)c2ccc3snnc3c2)cc1
(8) CCn1cnc2c(NCCc3cccnc3)nc(C#N)nc21
(9) CC1CC(C)CN(C(=O)C(C)N(C)CC(=O)Nc2ccc(Cl)cc2)C1 (centres undefined)
(10) CC(C)NCc1cccc([N+](=O)[O-])c1
(11) CCN(C[C@H]1N[C@@](C)(C(=O)OC)[C@H]2C(=O)N(C)C(=O)[C@@H]12)S(=O)(=O)c1ccc(C(F)(F)F)cc1
(12) O=C(O)CCSCc1ccccc1F

assay / entry	7	8	9	10	11	12
Wnt bcat act	19	-2	-1	-6	3	-1
NSD2 HMT inh	-3	/	0	32	/	-1
dFosB act	-8	1	-17	6	-9	0
MITF TRPM1 HTS	76	4	-4	7	16	-12
PvdQ acylase	16	8	-10	1	-13	-5
SR-BI DiI inh	37	-18	12	-9	-17	/
HTR5A ag ctr	3	-1	5	7	-2	-2
V-ATPase pH	4	3	0	-3	0	-1
CDK5 p35 inh	-1.1	3.8	-2.0	0.3	0.4	1.1
HTR5A inv ctr	-8	-21	-16	-13	8	6

(13) CCOC(=O)CSc1nnc([C@H](C)NC(=O)OC(C)(C)C)o1
(14) Cc1sc2ncn(CC(=O)NCc3ccccn3)c(=O)c2c1S(=O)(=O)N1CCOCC1
(15) Cc1cc(C(C)(C)C)cc(S(=O)(=O)Nc2ccc(C(=O)O)cc2)c1C
(16) Cc1cc([N+](=O)[O-])c2[nH]c(C(=O)N/N=C/c3ccccc3C(=O)O)c(-c3ccccc3)c2c1
(17) O=[N+]([O-])/C=C\c1ccc(N2CCOCC2)cc1
(18) S=c1[nH]c2cnc(Cl)nc2[nH]1

assay / entry	13	14	15	16	17	18
Wnt bcat act	-1	/	-1	/	4	-4
NSD2 HMT inh	0	-4	0	1	/	31
dFosB act	1	-5	-5	-13	-1	0
MITF TRPM1 HTS	-8	/	-1	6	-72	1
PvdQ acylase	-10	-5	-12	15	-1	10
SR-BI DiI inh	-14	-38	-8	-10	/	-6
HTR5A ag ctr	4	7	4	3	-3	0
V-ATPase pH	-1	-4	-2	1	2	-7
CDK5 p35 inh	-0.3	1.6	0.4	-0.9	0.1	2.7
HTR5A inv ctr	12	-17	16	-9	-6	-2

The last 3 compounds of the part above come first, to join the parts:
(16) Cc1cc([N+](=O)[O-])c2[nH]c(C(=O)N/N=C/c3ccccc3C(=O)O)c(-c3ccccc3)c2c1
(17) O=[N+]([O-])/C=C\c1ccc(N2CCOCC2)cc1
(18) S=c1[nH]c2cnc(Cl)nc2[nH]1
(19) COc1cc(OC)c2c(-c3ccccc3)cc(=O)oc2c1C(CC(=O)N1CCOCC1)c1ccc2c(c1)OCO2 (centres undefined)
(20) CCN1C(=O)CS/C1=N\S(=O)(=O)c1ccc(C)cc1
(21) COc1ccc(-c2cc(N)n(S(=O)(=O)c3c(F)c(F)c(F)c(F)c3F)n2)cc1OC
(22) CCCCNC(=S)Nc1ccccc1Cc1ccccc1
(23) CCOC(=O)c1c(C)oc(NC(=O)COc2ccc(Cl)cc2C)c1C#N
(24) CN1C(=O)C(O)(CC(=O)c2ccc(F)cc2)c2cc(Br)ccc21 (centres undefined)

assay / entry	16	17	18	19	20	21	22	23	24
Wnt bcat act	/	4	-4	3	0	-4	-2	12	0
NSD2 HMT inh	1	/	31	/	-4	2	-3	1	/
dFosB act	-13	-1	0	-5	-3	-11	-4	-6	2
MITF TRPM1 HTS	6	-72	1	0	1	-97	-7	/	-8
PvdQ acylase	15	-1	10	-21	8	12	-4	-11	-3
SR-BI DiI inh	-10	/	-6	-8	-9	13	15	-16	-3
HTR5A ag ctr	3	-3	0	2	-3	9	-1	0	-2
V-ATPase pH	1	2	-7	0	-6	-4	-3	1	-3
CDK5 p35 inh	-0.9	0.1	2.7	-1.4	-0.8	-0.8	-0.7	1.6	-2.0
HTR5A inv ctr	-9	-6	-2	12	7	-12	3	0	6

(25) Cc1ccc2c(COC(=O)CC3Sc4ccccc4NC3=O)cc(=O)oc2c1C (centres undefined)
(26) CCOC(=O)[C@H]1[C@H]2COc3ccc(OC)cc3[C@@H]2N2C(=O)CN(C)C(=O)[C@@]12C
(27) O=C(O)/C=C\C(=O)Nc1ccc(N2CCN(c3ccc(Cl)cc3)CC2)cc1
(28) C=CCNc1nc(-c2cccs2)c(CC(=O)O)s1
(29) COc1ccc(C2CC(c3ccc(Br)cc3)Nc3nc(N)nn32)cc1 (centres undefined)
(30) CCn1c(CNC(=O)C(C)(C)C)nc2ccccc21

assay / entry	25	26	27	28	29	30
Wnt bcat act	-3	-5	-13	2	/	-4
NSD2 HMT inh	1	/	3	3	1	/
dFosB act	-3	-2	-6	2	-15	-3
MITF TRPM1 HTS	5	2	2	3	/	/
PvdQ acylase	-13	-15	-8	-15	-15	-3
SR-BI DiI inh	-13	6	9	-10	-20	-18
HTR5A ag ctr	4	-1	6	-2	-3	3
V-ATPase pH	-1	-2	3	2	3	-4
CDK5 p35 inh	-1.8	2.0	-0.5	0.1	-2.9	-0.9
HTR5A inv ctr	-4	10	-43	5	7	-9

(31) Cc1ccc(N2C(=O)N(CC(=O)NCc3ccccc3Cl)C(=O)C2C)cc1 (centres undefined)
(32) Cc1c(CCOC(=O)c2cc([N+](=O)[O-])cc([N+](=O)[O-])c2)sc[n+]1CC(=O)c1ccc(Br)cc1
(33) O=C(Cn1nnc2ccccc2c1=O)NCCc1ccccc1
(34) O=C(O)CC(NC(=O)c1ccccc1NC(=O)c1ccccc1)C(=O)O (centres undefined)
(35) O=C(COC(=O)c1ccccc1Cl)NCc1ccco1
(36) COc1ccc(Cc2nnc(NC(=O)Nc3ccccc3)s2)cc1OC

assay / entry	31	32	33	34	35	36
Wnt bcat act	-2	-4	-1	-1	5	1
NSD2 HMT inh	30	6	-2	-3	1	0
dFosB act	-3	10	3	8	-3	-15
MITF TRPM1 HTS	-8	-53	-5	0	10	2
PvdQ acylase	1	-12	-2	12	-1	6
SR-BI DiI inh	2	55	14	-35	-8	-15
HTR5A ag ctr	-4	5	3	7	4	-1
V-ATPase pH	1	2	3	-1	-1	-2
CDK5 p35 inh	-0.9	0.3	1.6	-0.8	2.0	-0.2
HTR5A inv ctr	11	-12	-12	-24	-9	2

(37) CC(C)Oc1cccc(C(=O)NC(=S)Nc2cccc(NC(=O)c3ccccc3Cl)c2)c1
(38) Nc1cc(C(=O)OCC(=O)N2CCN(C(=O)COC(=O)c3ccc(Cl)c(N)c3)CC2)ccc1Cl
(39) CCN(CC)CCCNc1nc2cc(OC)c(OC)cc2c2nc(-c3cccnc3)nn12
(40) CCOc1ccc(NC(=O)CN2CC(c3ccccc3)CC2=O)cc1 (centres undefined)
(41) Cc1ccc(S(=O)(=O)N2[C@@H](c3cccc(C)c3)C(C(=O)O)=C[C@H]2CC2CCCC2)cc1
(42) CCN1CC2([N+](=O)[O-])CC=C(OC)C([N+](=O)[O-])(C1)C2 (centres undefined)

assay / entry	37	38	39	40	41	42
Wnt bcat act	-1	-1	-5	-4	0	-8
NSD2 HMT inh	1	-2	43	/	/	-2
dFosB act	-15	2	245*	-2	-4	-2
MITF TRPM1 HTS	15	-6	29	-6	11	4
PvdQ acylase	-11	-15	-6	-1	1	21
SR-BI DiI inh	57	21	-7	-1	-10	-18
HTR5A ag ctr	-4	-8	7	-2	3	3
V-ATPase pH	4	0	0	-1	4	-1
CDK5 p35 inh	-0.4	2.3	1.3	-1.1	-1.2	0.5
HTR5A inv ctr	10	-6	-18	6	-10	2

(43) CCN1C(=O)[C@H]2[C@@H](c3ccc(C)cc3)N3C(=O)N(c4ccc(C)cc4)C(=O)[C@@]3(Cc3ccccc3)[C@H]2C1=O
(44) COc1ccccc1C(=O)Nc1nnc(SCC(=O)Nc2ccc3c(c2)oc2ccccc23)s1
(45) CC1CCCCC1NC(=O)COC(=O)COc1ccc(Cl)cc1 (centres undefined)
(46) O=C(NNC(=O)c1ccc(F)cc1)c1ccncc1
(47) O=c1c(Cc2ccccc2)c(O)nc2n1CCS2
(48) COc1ccc(N2C(=O)C3CCCN3C2c2ccc(C)o2)cc1 (centres undefined)

assay / entry	43	44	45	46	47	48
Wnt bcat act	14	49*	/	0	-1	0
NSD2 HMT inh	/	-1	-6	2	-2	/
dFosB act	-5	1	0	2	-1	-8
MITF TRPM1 HTS	-6	54	-3	/	0	/
PvdQ acylase	-11	22	8	-12	-7	-5
SR-BI DiI inh	-37	16	-19	-15	-1	-1
HTR5A ag ctr	1	-2	2	1	-4	0
V-ATPase pH	3	-3	-3	1	0	3
CDK5 p35 inh	-0.6	0.2	0.0	-1.5	-1.4	0.1
HTR5A inv ctr	24	6	-68	-3	-21	0

(49) c1ccc2c(c1)CCN(c1ncnc3nc[nH]c13)C2
(50) CC(C)(ONC(=O)Nc1ccccc1Cl)C(=O)O
(51) O=C(Nc1ncc2c(n1)-c1ccccc1CC2)c1ccc(F)cc1
(52) CS(=O)(=O)N1CCCC(C(=O)N2CCc3ccccc3C2)C1 (centres undefined)
(53) COc1ccccc1CCNC(=O)c1cnn2c(C(F)F)cc(C)nc12
(54) CCCc1nnc(NC(=O)C2CCCO2)s1 (centres undefined)

assay / entry	49	50	51	52	53	54
Wnt bcat act	-1	2	/	-2	-2	19
NSD2 HMT inh	/	-3	0	2	/	-1
dFosB act	-5	-4	-8	1	-1	-1
MITF TRPM1 HTS	/	/	/	-9	/	/
PvdQ acylase	-9	-5	0	3	5	-13
SR-BI DiI inh	-7	-9	6	-11	9	-7
HTR5A ag ctr	-1	2	3	-5	4	0
V-ATPase pH	1	7	0	-2	3	-1
CDK5 p35 inh	-0.6	1.2	0.7	3.2	1.1	0.3
HTR5A inv ctr	2	16	-26	12	-13	-30

(55) C[C@@H](CN1CCC(Cc2ccccc2)CC1)[C@@H](O)c1ccc(O)cc1
(56) CC1CC(C)CN(CCCNC(=O)c2cc3c(s2)-c2ccccc2OC3)C1 (centres undefined)
(57) CC(C)(C)c1ccccc1NC(=S)NC1CCCC1
(58) Cc1ccc(NCN2C(=O)C3CC=CCC3C2=O)cc1 (centres undefined)

assay / entry	55	56	57	58
Wnt bcat act	-10	3	1	1
NSD2 HMT inh	/	-23	19	/
dFosB act	-3	-8	-1	6
MITF TRPM1 HTS	-5	17	-2	/
PvdQ acylase	-10	-18	8	-11
SR-BI DiI inh	1	-11	15	19
HTR5A ag ctr	6	1	3	4
V-ATPase pH	-2	-2	2	-2
CDK5 p35 inh	0.8	-1.1	-3.5	-1.4
HTR5A inv ctr	-42	-5	-12	-2

Screening data as filed in PubChem.

Not a hit list; any-hit rate near 5%.
